Compound activity deposited in PubChem by several laboratories.
hcDAF12 agonist – activates DAF-12 receptor from parasite H. contortus | AID 652067 | HEK293 hcDAF-12 lit1-tk-luc reporter, luminescence; 0% DMSO, 100% Δ7-dafachronic acid | activation, % at 6.8 µM | 370,000 compounds, 1.4% hits;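 active means activation above the mean of all tested compounds plus 3 SD, cut at about 5.5% in these data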;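 further: 100% = response to 3 µM Δ7-dafachronic acid high control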
sPLA2-III inh – Inhibits HGIII-sPLA2 liposome hydrolysis, primary screen. 370,000 compounds, 0.56% hits. QFRET BODIPY PC-A2 liposome hydrolysis, fluorescence. inhibition, % at 12.2 µM. AID 743126;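 active means inhibition above mean plus 3 SD of compounds lying within the high and low control bounds, cut at about 19% in these data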;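 further: 0% = median of test compound wells and 100% = no enzyme DMSO wells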
Target sequence (Q9NZ20 whole entry, looked up): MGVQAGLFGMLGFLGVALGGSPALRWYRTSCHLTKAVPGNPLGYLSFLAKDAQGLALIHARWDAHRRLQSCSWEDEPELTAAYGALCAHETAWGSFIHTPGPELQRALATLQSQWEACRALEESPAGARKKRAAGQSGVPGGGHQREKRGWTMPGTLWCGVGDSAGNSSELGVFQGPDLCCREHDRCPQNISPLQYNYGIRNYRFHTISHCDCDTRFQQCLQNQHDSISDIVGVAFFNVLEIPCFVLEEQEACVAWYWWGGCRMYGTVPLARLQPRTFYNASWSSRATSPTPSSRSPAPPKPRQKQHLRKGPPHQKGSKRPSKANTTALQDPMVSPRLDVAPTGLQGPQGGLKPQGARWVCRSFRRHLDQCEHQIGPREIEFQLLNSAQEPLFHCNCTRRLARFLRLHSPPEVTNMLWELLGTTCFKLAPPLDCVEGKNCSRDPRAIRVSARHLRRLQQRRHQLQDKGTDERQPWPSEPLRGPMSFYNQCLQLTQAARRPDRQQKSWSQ
ADAM10 inh – ADAM10 inhibition, QFRET primary screen. O14672. recombinant ADAM10, EDANS/DABCYL FRET peptide cleavage, 3 h. inhibition, % at 7 µM. 370,000 compounds, 0.62% hits;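 active means inhibition above a per-campaign cutoff equal to the mean of compounds falling between control-based bounds plus 3 SD, cut at about 20% in these data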;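 further: 0% = DMSO wells while the 100% control is not disclosed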
Target sequence (O14672 214-748 limits assumed): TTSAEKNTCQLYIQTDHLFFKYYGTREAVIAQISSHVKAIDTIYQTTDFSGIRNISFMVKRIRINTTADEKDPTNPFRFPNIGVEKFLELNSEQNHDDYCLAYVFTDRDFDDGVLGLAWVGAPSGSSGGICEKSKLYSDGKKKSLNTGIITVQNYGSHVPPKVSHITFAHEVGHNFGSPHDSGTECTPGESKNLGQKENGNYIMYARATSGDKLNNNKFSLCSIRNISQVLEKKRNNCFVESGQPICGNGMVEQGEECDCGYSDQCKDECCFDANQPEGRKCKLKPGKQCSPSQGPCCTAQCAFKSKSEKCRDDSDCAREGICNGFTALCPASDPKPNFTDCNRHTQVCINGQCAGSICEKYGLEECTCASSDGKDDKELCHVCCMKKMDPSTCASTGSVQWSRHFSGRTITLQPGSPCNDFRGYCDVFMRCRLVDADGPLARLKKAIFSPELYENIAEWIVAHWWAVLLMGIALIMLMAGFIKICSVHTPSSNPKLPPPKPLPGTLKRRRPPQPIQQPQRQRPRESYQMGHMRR
FXN GAA850 act – frataxin GAA850 promoter activation; HEK293 lucGAA850 FXN promoter luciferase reporter, 24 h; percent of 10 µM SAHA response; activation, % at 6 µM; 360,000 compounds, 0.56% hits; AID 540364;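 active means activation above the average of all compounds screened plus 3 SD, cutoff fixed separately per campaign, cut at about 7.5% in these data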;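 further: 0% = DMSO wells and 100% = 10 µM SAHA wells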
GC-B act – GC-B (human) receptor activation; P20594; HEK293-GC-B cells, CNP EC30, cGMP TR-FRET; 0% at EC30 CNP, 100% saturating CNP; activation, % at 10 µM; 370,000 compounds, 0.11% hits;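 active means activation at 10 µM reaching about 35% in either raw or pattern-adjusted values, limit read from the data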
ssDAF12 agonist – activates DAF-12 receptor from parasite S. stercoralis; HEK293 ssDAF-12/GRIP1 lit1-tk-luc reporter, luminescence; % of 3 µM dafachronic acid response; activation, % at 6.8 µM; AID 652126; 370,000 compounds, 1% hits;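 active means activation above the mean over all tested compounds plus 3 SD, cut at about 0.9% in these data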;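 further: 0% = DMSO-only wells and 100% = 3 µM delta7-dafachronic acid wells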
NPR1 activator – GC-A (human) enzyme activation; P16066; HEK293 GC-A cells, cGMP TR-FRET, EC30 ANP; 0% at EC30 ANP, 100% saturating ANP; activation, % at 10 µM; 370,000 compounds, 0.14% hits; in the data active means activation above about 40%
DAX1 inh-1 – inhibits human nuclear receptor DAX1. P51843. HEK293 Gal4-DAX1 luciferase reporter, luminescence. inhibition, % at 6.75 µM. 340,000 compounds, 0.99% hits. AID 504766;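 active means inhibition above the mean over all tested compounds plus 3 SD, cut at about 4.2% in these data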;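 further: 0% = DAX1-transfected cells with DMSO and 100% = empty-vector control cells with DMSO; inhibition shows as a rise in luminescence from relieved DAX1 repression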
SMARCA2 activ – increases SMARCA2 function in MMTV reporter cells; 370,000 compounds, 1% hits; activation, % at 9.1 µM; MG213 cells, MMTV-luciferase reporter, dexamethasone, overnight; in the data active means activation above about 7.8%;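 further: 0% = vehicle wells and 100% = reference activator wells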
hgDAF12 agonist – hgDAF-12 agonism, primary luciferase screen; 370,000 compounds, 1.8% hits; HEK293 GAL4-hgDAF12 UAS-luciferase reporter, agonist luminescence; normalized to butyrate control; activation, % at 6.8 µM;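 active means activation above a cutoff set at the mean of all screened compounds plus 3 SD, cut at about 10% in these data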;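 further: 0% = DMSO wells and 100% = sodium butyrate wells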
DAX1 inh-2 – DAX1 (NR0B1) inhibition, primary screen. HEK293T StAR-luciferase reporter, SF-1/DAX-1 repression relief. 370,000 compounds, 1.1% hits. AID 652010. inhibition, % at 6.8 µM;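 active means inhibition above the mean over all tested compounds plus 3 SD, cut at about 3.6% in these data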;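 further: 0% = DAX-1 cells with DMSO and 100% = cells lacking DAX-1 with DMSO; higher inhibition means more luminescence from relief of DAX-1 repression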
* hit, by the source's call; i = inactive; x = not tested or not shown.

Sequence of screens: hcDAF12 agonist, sPLA2-III inh, ADAM10 inh, FXN GAA850 act, GC-B act, ssDAF12 agonist, NPR1 activator, DAX1 inh-1, SMARCA2 activ, hgDAF12 agonist, DAX1 inh-2
> O=S(=O)(/N=S1\CC=CCN1S(=O)(=O)c1ccccc1)c1ccccc1 (stereo not given)
→ -0.2, 6, -8, -0.9, 11, -0.9, 11, -0.4, -2, -0.8, -0.3
> O=C(Cn1ncc2ccccc21)N1CCN(c2cccc(C(F)(F)F)c2)CC1
→ -1.2, -2, -5, -1.0, 1, -1.0, -3, -2.0, -3, -0.4, 0.1
> CC(OC(=O)CCC(=O)c1cccs1)C(=O)Nc1ccc(Cl)cn1 (stereo not given)
→ 0.8, 0, 0, -1.9, 1, -0.9, 2, 0.2, -1, 0.8, -0.4
> O=C(COC(=O)CNC(=O)c1ccc(Cl)cc1)Nc1ncc(C(F)(F)F)cc1Cl
→ -0.1, 6, -7, 1.4, -8, -0.8, 21, -0.9, -2, -0.3, -0.3
> COCCN(C(=O)COC(=O)CCc1ccccc1OC)c1c(N)n(Cc2ccccc2)c(=O)[nH]c1=O
→ 1.8, 1, -11, -0.3, -2, -0.8, 0, 2.8, -1, 1.5, 0.4
> Cc1nonc1OCC(C)(COc1nonc1C)NC(=O)c1ccccc1
→ -1.5, -5, -6, -0.4, 1, -1.2, 0, 1.8, 0, 1.9, 0.7
> O=C(Nn1cnnc1)c1ccc(F)cc1
→ -0.3, -2, 1, 0.1, 4, -1.3, -1, 1.6, 1, -0.7, -0.3
> COc1ccccc1NC(=O)COc1cccc2c1CCNC2=O
→ -2.5, -5, -5, 6.4, 6, -1.3, 1, 0.4, -1, -5.8, -3.5
> CCn1nc(C(C)C(=O)O)c2ccccc2c1=O (stereo not given)
→ 0.2, 2, -1, 3.3, 6, -1.0, -2, 1.6, -1, -2.0, 0.3
> CCOc1ncccc1C(=O)OCC(=O)Nc1ccc(C)c(S(=O)(=O)N2CCOCC2)c1
→ -2.7, 0, 9, 1.1, 4, -1.6, 1, -0.5, -1, -1.2, 0.3
> O=C(N/N=C/c1ccc(Cl)cc1Cl)c1ccc2nc[nH]c2c1
→ -1.4, 5, -2, 2.8, -5, -0.8, -9, 0.2, 2, -0.2, -1.3
> COc1ccc(NS(=O)(=O)c2cccc(C(=O)NNC(=O)c3ccc(C)o3)c2)cc1
→ -1.2, -18, -11, 0.9, -8, -1.1, 0, 0.5, -1, 2.6, -1.8
> CC(C)C[C@@H](CN)NC(=O)c1nc[nH]c1C(=O)N[C@@H](C)C(=O)CNC[C@H](CC(C)C)NC(=O)c1nc[nH]c1C(=O)N[C@@H](Cc1ccccc1)C(=O)O
→ -0.2, -7, -2, -0.9, 0, -0.9, 3, -0.3, 4, -0.9, 0.5
> CC(NC(=O)C1CCN(C(=O)[C@@H]2Cc3ccccc3CN2)CC1)c1ccccc1 (stereo not given in full)
→ -0.7, 7, -3, 1.3, -2, -0.9, 2, 0.4, -2, 0.9, -0.1
> Cn1c(CCC(=O)Nc2ccc(F)cc2)nc2cc(S(=O)(=O)N3CCOCC3)ccc21
→ 0.0, 10, -14, 0.2, 1, -1.4, -5, 1.6, -3, -4.0, 1.4
> COc1ccc(-n2ncc(C(=O)NC3CC3)c2C2CCN(C(=O)OC(C)(C)C)CC2)cc1
→ 0.4, 2, 3, 1.1, 1, -0.9, 15, 0.1, -3, -2.0, -0.5
> Cc1ccc(Nc2ncccc2C(N)=O)cc1
→ 4.3, 2, 5, 5.5, 5, 0.1, -2, 2.5, 2, 14*, 2.8
> CSCC[C@H](NC(=O)COc1cc2c(c3oc(=O)c(C)c(C)c13)CCC(C)(C)O2)C(=O)O
→ -0.4, 2, i, -0.1, -1, -1.1, -3, 0.8, 0, -1.0, -0.1
> COCCCNC(=S)NNC(=O)c1ccoc1C
→ -1.2, 0, 0, 0.6, -1, -1.2, -3, 2.8, -3, -1.8, 1.6
> CC(=O)N1c2ccc(S(=O)(=O)N3CCC(C(=O)N4CCN(c5cc(Cl)ccc5C)CC4)CC3)cc2CC1C (stereo not given)
→ -5.4, -12, 23*, -0.6, 0, -2.2, -5, -1.5, -3, -4.2, 0.2
> CC(CCN1CCC(C(O)(c2ccccc2)c2ccccc2)CC1)Oc1cc(F)cc(F)c1 (stereo not given)
→ 1.5, -9, -4, x, -8, -0.5, -15, x, -6, 1.1, -1.9
> O=C(COc1ccccc1N1C(=O)c2ccccc2C1=O)c1ccc(Cl)cc1
→ -1.4, -9, 4, 1.9, 2, -0.7, -5, 0.7, -4, -1.0, -0.2
> Cc1nc2ccc(NC(=O)Cc3ccccc3F)cc2s1
→ 3.7, -2, 0, 5.1, -2, 0.5, 4, 1.6, 3, 8.8, 5.3*
> COc1ccc(NC(=O)c2cccnc2N2CCCC2)cc1
→ 2.3, 5, -3, -0.5, 5, -0.2, 0, 1.3, -2, 2.6, -0.7
> C/C(CC(=O)Nc1ccc(Cl)c(C(F)(F)F)c1)=N\NC(=O)c1ccccc1O
→ 10*, -16, -6, 4.8, 0, 1.4*, -1, -1.6, -1, 10, 0.0
> CCN1CCN(CCCNC(=O)CNC(=O)c2nn(-c3ccc(OC)cc3)c(=O)c3ccccc23)CC1
→ -0.9, -4, -1, 2.5, 1, -1.2, 0, -1.5, -2, 4.5, -0.3
> CCOC(=O)C1=C(C)NC2=C(C(=O)CC(C)(C)C2)C1c1ccc2c(c1)OCO2 (stereo not given)
→ -1.3, 14, -44, x, -11, -1.3, -14, x, -6, -2.4, -1.0
> CC(=O)N1N=C2c3ccccc3CCC2C1c1cccs1 (stereo not given)
→ 1.3, -1, 1, -0.5, -5, 0.4, -1, x, 1, -0.1, 0.2
> O=C1Nc2ccccc2C1=Nc1ccc2[nH]c3ccccc3c2c1
→ 2.5, 12, -459, 0.8, -9, -0.7, -9, -0.2, 0, 3.1, -1.0
> CN(C)c1cc2c(c(N(C)C)c1)C(=O)c1ccccc1C2=O
→ -1.8, 19, 7, -1.7, 0, -1.3, -7, -1.8, 3, 0.0, -1.7
> CC(C(=O)N1CCOCC1)N1c2cccc3cccc(c23)S1(=O)=O (stereo not given)
→ -0.7, -1, -110, -2.7, -1, -1.4, 0, -1.5, 3, 1.0, -0.5
> Brc1ccc(-c2cn3c(n2)CCc2ccc4cccnc4c2-3)cc1
→ 3.2, 2, -56, -0.6, -4, -0.2, -6, 0.3, -3, -2.1, -0.4
> CN(C(=O)c1cccs1)C1(C)CCS(=O)(=O)C1 (stereo not given)
→ 0.7, 11, 7, 2.8, 1, -1.1, 0, 0.2, -3, 0.5, -1.0
> CCc1ccc(N(CC(=O)NC2CCCC2)C(=O)CCC(=O)Nc2cc(C)on2)cc1
→ -1.1, -1, 5, 0.7, 4, -0.5, 2, -1.6, -2, -1.7, -0.2
> COC(=O)C1(C)CN(S(=O)(=O)c2ccc(C)cc2)c2cc(OC)ccc2C1=O (stereo not given)
→ -3.3, 1, -187, 2.5, 4, -1.5, -6, -0.3, -2, -4.8, -0.5
> O=C(C[n+]1cccc(C(=O)N/N=C/c2cccc([N+](=O)[O-])c2)c1)c1ccccc1
→ -1.4, -1, 4, 1.1, 1, -0.8, 5, -0.3, 1, 2.0, 0.7
> CCCCS(=O)(=O)Nc1ccc(C)cn1
→ 4.6, 2, -247, 2.3, 2, -0.2, -3, -0.2, -1, -0.1, -0.1
> COC(=O)C(O)(CC(=O)Nc1ccc(OC(F)(F)F)cc1)C(F)(F)F (stereo not given)
→ -1.0, 3, 4, -0.5, 0, -1.1, 3, 0.2, 4, -1.0, -0.1
> Cc1cc(Nc2ccccc2)n(-c2ccc(C(=O)O)cc2)n1
→ -1.2, -5, -4, -0.3, 4, -1.3, 0, 1.1, -3, -1.2, 0.0
> CCN(CC)CCNC(=O)c1ccc(NC(=O)CC(NC(=O)c2ccccc2Cl)c2ccccc2)cc1 (stereo not given)
→ -2.3, 1, -8, 0.5, -7, -1.5, 3, 0.2, -3, -0.9, 1.0
> CC(C)C[C@@H](NC(=O)C1CCC(CNC(=O)[C@H](Cc2ccccc2)NC(=O)OC(C)(C)C)CC1)C(=O)O (stereo not given in full)
→ -1.7, 1, -5, 0.9, -2, -0.8, 1, -0.4, -2, -0.7, -0.2
> Nn1c(SCC(=O)Nc2ccccc2-c2ccccc2)nnc1-c1cc(-c2ccc(F)cc2)n[nH]1
→ 0.0, -4, 1, x, -5, -1.2, 1, x, -3, 1.6, -0.3
> CCSc1nnc(NC(=O)CSc2ncccn2)s1
→ -0.7, 7, 2, 4.0, 1, -0.8, 0, 0.9, 1, 3.1, 0.0
> CC1CCCC(NC(=O)CSc2nnnn2C)C1C (stereo not given)
→ -2.5, -2, 6, -0.8, 0, -1.4, -1, -0.6, 7, -1.2, 0.3
> Cc1cc(C)c(S(=O)(=O)N2CCOC2CNC(=O)C(=O)NCCCN2CCCC2=O)c(C)c1 (stereo not given)
→ -2.3, -2, -12, -0.5, 3, -1.2, -1, 0.2, 0, 3.1, 0.9
> CCCCCc1ccc(-c2ccc(C(=O)O)cc2)nc1
→ 4.5, -5, 1, 0.9, -2, -0.1, 1, -0.9, 6, 5.9, 0.9
> COc1ccc(Cl)cc1NC(=O)CN(C)CC(=O)Nc1ccc(S(N)(=O)=O)cc1
→ -0.2, -7, 3, -0.3, -3, -0.8, 0, 0.6, -1, 1.3, -0.4
> Cn1cnc(S(=O)(=O)N2C[C@@H](O)COC[C@@H]3O[C@H](CC(=O)NC4CCC4)CC[C@H]32)c1
→ -1.0, 3, 0, x, 2, -0.2, 4, x, 2, 2.1, -0.7
> O=S(=O)(Nc1ccc(-c2ccc3nncn3n2)cc1)c1cccc(F)c1
→ -1.0, 6, -9, 2.3, -7, -1.1, 4, 0.7, -1, 0.6, 0.5
> O=C(c1ccc(F)cc1)N1CCN(C2CC3CCC2C3)CC1 (stereo not given)
→ 0.2, 5, -3, 0.7, 8, -1.0, 7, 2.4, -4, 0.2, -0.8
> COc1ccc([C@H]2C[C@H](O)[C@@H](n3cc(C4CC4)nn3)CN2C(=O)C2CCCCC2)cc1
→ -1.9, 12, -10, -0.5, 7, 0.0, -4, 1.1, -4, -0.7, -0.4
> Cc1cc(=O)[nH]c(SCC(=O)Nc2ccc(S(N)(=O)=O)cc2)n1
→ -0.2, 0, -6, -0.4, 1, -1.2, 3, 2.2, 0, 0.0, -0.4
> CCc1ccc(S(=O)(=O)NCc2cn3c(C)csc3n2)s1
→ 4.8, -2, -6, 0.1, -3, -0.5, 4, -0.2, -3, -2.6, -0.6
> O=C(NCc1ccco1)C(c1ccco1)N(C(=O)Cn1nnc2ccccc21)c1ccc2c(c1)CCC2 (stereo not given)
→ -1.5, -9, 9, -4.3, -1, -0.9, -5, -0.6, 1, -3.6, -0.6
> CC(NC(=O)C1CCC1)c1ccccc1 (stereo not given)
→ -0.4, 4, 0, -1.1, -2, -1.2, 6, 1.1, -3, -1.4, 0.4
> CCCCn1c(N)c(N(CCOC)C(=O)c2cccc(OCc3ccccc3)c2)c(=O)[nH]c1=O
→ 0.6, -7, -8, -0.1, -6, -0.9, 2, -1.7, -1, 8.4, 0.1
